Source: PubChem (Broad Institute)
Casp6 inh = inhibitors of human caspase-6. P55212. purified caspase-6, Z-VEID-R110 cleavage fluorescence. inhibition, % at 12.5 µM. 350,000 compounds, 0.53% hits. AID 686996;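 active means mean inhibition across replicates at least about 35%, with every replicate also reaching that limit, limit read from the data; inconclusive means only one of the two criteria met; inactive means neither criterion met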;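 further: 0% = median of neutral control wells and 100% = no fluorescence left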
Target sequence (P55212 24-179 limits assumed): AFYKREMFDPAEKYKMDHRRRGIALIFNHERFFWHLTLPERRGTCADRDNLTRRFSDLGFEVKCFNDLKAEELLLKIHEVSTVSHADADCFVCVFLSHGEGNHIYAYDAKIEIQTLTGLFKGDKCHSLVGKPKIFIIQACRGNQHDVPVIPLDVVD
Target sequence (P55212 194-293 limits assumed): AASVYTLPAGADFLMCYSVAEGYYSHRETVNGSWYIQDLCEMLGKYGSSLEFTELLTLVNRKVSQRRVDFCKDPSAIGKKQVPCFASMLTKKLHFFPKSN
EWS-Fli inh = EWS/Fli transcriptional activity inhibition; inhibition, % at 12.6 µM; A673 NR0B1-luciferase reporter, viability-normalised; 350,000 compounds, 0.67% hits;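 active means mean inhibition of at least 50% after viability correction, with every replicate also passing that limit; inconclusive means mean reaches 50% but only one of two replicates passes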;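 further: firefly luciferase signal divided by Alamar Blue viability fluorescence both relative to DMSO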
LGR2 antag = inhibitors of bursicon-induced Drosophila LGR2 receptor cAMP signaling | HEK293 LGR2, CRE-luciferase, bursicon-stimulated, 4 h | inhibition, % at 9.99 µM | 380,000 compounds, 0.35% hits;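 active means drop in luminescence signal, shown as inhibition above about 50% in the replicate tests, limit read from the data, passing the limit was not always enough; inconclusive means probably only some replicates passing the limit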;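 further: agonist challenge used bursicon conditioned medium at about half maximal strength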
DENV2 CPE rescue = protects cells from dengue virus 2 cytopathic effect. DENV2-infected cells, cytopathic effect rescue, plate reader. CPE inhibition, % at 9.99 µM. 350,000 compounds, 1.7% hits. AID 651640; in the data active means CPE inhibition above about 20%, passing the limit was not always enough; inconclusive means no clear call, values can overlap the other calls; tested in BHK-21 cells;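 further: 0% = median of neutral control wells and 100% = median of positive control wells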
ARNT TACC3 PPI = disruptors of human ARNT/TACC3 interaction | AlphaScreen His-ARNT PAS-B/GST-TACC3 binding, luminescence; TACC3 fragment carries E629A point mutation | inhibition, % at 9.99 µM | 390,000 compounds, 0.66% hits | AID 623870;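 active means mean inhibition of replicates at least 50% and at least half of replicates each reaching 50%; inconclusive means half or more replicates reach 50% but mean below 50%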;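 further: 0% = complete ARNT plus TACC3 wells and 100% = ARNT alone without TACC3; many hits fall short of the cut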
SIRT5 block = blocks human SIRT5 desuccinylation of peptide; Q9NXA8; AID 652115; Purified SirT5, succinyl-peptide AMC, trypsin-coupled fluorescence; 330,000 compounds, 1.1% hits; inhibition, % at 15 µM; in the data active means inhibition above about 15%; inconclusive means no clear call, values can overlap the other calls
Target sequence (Q9NXA8 whole entry, looked up): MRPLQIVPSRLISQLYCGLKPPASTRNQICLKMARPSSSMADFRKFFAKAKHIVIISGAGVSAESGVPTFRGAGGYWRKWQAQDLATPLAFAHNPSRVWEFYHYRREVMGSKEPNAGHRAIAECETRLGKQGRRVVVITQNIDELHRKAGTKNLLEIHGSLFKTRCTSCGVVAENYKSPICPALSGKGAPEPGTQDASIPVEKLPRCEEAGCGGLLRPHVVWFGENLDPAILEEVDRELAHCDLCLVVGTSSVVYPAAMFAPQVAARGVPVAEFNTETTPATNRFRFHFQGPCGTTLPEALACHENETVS
PAX8 inh HTS = lowers PAX8-driven luciferase in RMG-I cells; RMG-I TPO-luciferase reporter, SteadyGlo, 24 h; inhibition, % at 12.6 µM; 360,000 compounds, 1.2% hits; AID 652154;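 active means mean replicate inhibition at least 60% with every replicate also reaching 60%; inconclusive means only one of the two criteria is met; inactive means mean below 60% and not all replicates reaching 60%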;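 further: luciferase light reporting Pax8 driven TPO promoter activity; plate controls were median of neutral control wells for no effect and mitoxantrone controls for full effect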
The depositor's hits bear a star; ? = inconclusive; · = not tested or not shown; & = joins results of further samples.

SMILES	Casp6 inh	EWS-Fli inh	LGR2 antag	DENV2 CPE rescue	ARNT TACC3 PPI	SIRT5 block	PAX8 inh HTS
COC(=O)c1ccccc1NC(=O)C(C)n1nc(C)c2c(C)n(-c3ccccc3)nc2c1=O (stereo not given)	0	8	-5	4	15	5	8
COc1cccc(-c2ccc3n(c2=O)C[C@H]2[C@H](CO)[C@@H](C(=O)N4CCCCC4)N[C@@H]32)c1	-1	1	14	11	8	-21	·
CCOC(=O)c1ccc(NC(=S)N(CCCN2CCCC(C)C2)Cc2cccs2)cc1 (stereo not given)	-3	4	33	-2	6	-1	0
O=C(C1CC1)N1CC2(C1)[C@H](c1ccccc1)[C@H](CO)N2C(=O)c1cccnc1	1	6	-7	-10	·	5	·
COC(=O)C1CN(C(=O)COc2ccc(Cl)c(C)c2)c2ccccc2O1 (stereo not given)	2	0	-2	-12	-7	-1	9
COc1ccccc1CNc1nc(C)c(C(C)=O)s1	2	-25	-8	-4	-2	2	-54
Cc1nn(CCC#N)c(C)c1Oc1ccccc1O	1	12	4	6	-12	5	-4
CCn1c(CNC(=O)c2cccc(C)c2)nnc1SCC(=O)NC1CCCC1	1	11	0	-5	6	-3	-2
CC12CC(NC(=O)N1c1cccc(C(=O)NCc3ccccn3)c1)c1ccccc1O2 (stereo not given)	3	·	7	11	-2	14	-2
N#C/C(=C(/O)c1cc2ccccc2o1)c1nc2ccccc2s1	3	-62	-45	5	-4	0	-7
C(=NNc1ccc2ccccc2n1)c1ccccn1	-4	84*	99*	-3	·	·	102*
COc1ccc(-n2ncc3c2CC(C)(C)CC3NC(=O)c2cnc(C)cn2)cc1 (stereo not given)	-2	·	8	-1	-2	-2	7
COc1ccc(Nc2nc(NCc3cccs3)nc3ccsc23)cc1OC	0	20	-15	1	·	·	20
COC(=O)/C=C/c1ccccc1CN1[C@@H](CC(=O)OC)c2ccccc2S1(=O)=O	1	-3	-12	-4	5	-3	-12
CC(=O)Nc1nnc(SCC(=O)NC2CC2)s1	4	-3	-2	14	-2	-5	5
CCCC(=O)Nc1ccc2c(c1)OC[C@@H](C)N(C(=O)c1ccncc1)C[C@H](C)[C@@H](OC)CN(C)C2=O	1	-10	-3	-1	0	8	-8
CCOc1ccc(N(C)Cc2cc(=O)oc3ccc(OC)cc23)cc1	1	7	11	-4	4	-1	-53
CCOP(=O)(OCC)C(Nc1ccc([N+](=O)[O-])cc1)c1ccc(Cl)cc1 (stereo not given)	5	10	·	·	2	-1	-7
Cc1c(C(=O)N(Cc2cccc(Br)c2)C2CCS(=O)(=O)C2)oc2ccccc12 (stereo not given)	-1	10	16	-5	2	-2	0
Cc1cccc(C)c1-n1cccc1/C=C1/C(=N)N2C(=NC1=O)SN=C2S(C)(=O)=O	8	3	-3	2	1	6	1
O=C(C[C@H]1CC[C@@H](NC(=O)CCN2CCCCC2)[C@H](CO)O1)NCc1ccc(Cl)c(Cl)c1	-8	-7	2	2	-6	-1	-8
CN1CCn2cnc(C(=O)N3CCN(c4ccccc4)CC3)c2C1=O	0	1	3	-6	·	·	-5
O=C(CCc1ccccc1)NC(=S)Nc1cccc(C(=O)O)c1	-3	·	-2	-9	-2	0	-78
CC(C)OC(=O)CSc1nnc(-c2ccc([N+](=O)[O-])cc2)o1	-2	-5	-3	-3	-2	6	-30
COc1cc(-c2cc3nc(NCCN(C)C)ccn3n2)cc(OC)c1OC	-24	3	-17	2	·	·	-3
Cc1cccc(C(=O)NCC(=O)N2CCOCC2)c1	1	-6	-1	5	-9	-1	-10
C[C@@H]1CN([C@H](C)CO)C(=O)Cc2cc(NC(=O)Cn3cnnn3)ccc2O[C@@H]1CN(C)CC1CC1	1	-10	-7	2	-3	3	·
CC(C)c1nc(CNC(=O)CC2C(=O)NCCN2Cc2ccccc2)cs1 (stereo not given)	1	1	-8	2	·	·	8
Cc1ccsc1C(=O)Nc1nccs1	0	-51	0	-10	·	·	-75
COc1ccccc1NC(=O)N1C[C@@H](O)COC[C@H]2O[C@H](CC(=O)NCc3ccccc3)CC[C@@H]21	-4	2	0	1	-3	1	12
O=C(NCCc1ccccc1)[C@H]1[C@H](CO)[C@H]2Cn3c(ccc(-c4ccccc4)c3=O)[C@@H]1N2	-2	-3	3	7	-6	-36	-2
CCOc1ccc(Nc2nc(NCc3ccco3)nc(N)c2[N+](=O)[O-])cc1	2	-10	-15	-3	-3	-3	1
CCOCCCn1c(SC(C(=O)Nc2cc(C)ccc2C)c2ccccc2)nnc1-c1ccc(Cl)cc1 (stereo not given)	·	·	-22	·	-6	·	-2
O=C([C@H]1[C@H](CO)[C@H]2Cn3c(cccc3=O)[C@@H]1N2Cc1cocn1)N1CCCCC1	-1	0	12	5	5	-5	-8
COc1cccc(N(C(=O)Cn2nnc(-c3ccc(F)cc3)n2)C(C(=O)NCC2CCCO2)c2ccc(Cl)cc2)c1 (stereo not given)	-1	9	·	-7	-120	2	27
C[C@H](CO)N1C[C@H](C)[C@H](CN(C)C(=O)CN(C)C)Oc2ncc(-c3ccc(F)cc3)cc2C1=O	-3	2	14	-2	-1	-5	·
COc1ccc(NC(=S)NCc2ccccn2)cc1OC	0	6	9	·	12	·	3
C[C@@H]1CN([C@H](C)CO)C(=O)c2cc(-c3cncnc3)cnc2O[C@H]1CN(C)Cc1ccncc1	0	1	12	-14	-1	3	·
C[C@@H]1CN([C@H](C)CO)C(=O)c2cc(NC(=O)CCN3CCOCC3)ccc2O[C@H]1CN(C)C	0	-4	-27	-5	-7	-2	-11
Cc1ccc(S(=O)(=O)N2CCCCC2)cc1NC(=O)COC(=O)c1c(F)cccc1F	1	-2	-6	6	-5	0	5

Only PAX8 inh HTS and Casp6 inh, for 4 of the compounds above:
Compound | PAX8 inh HTS | Casp6 inh
CN1CCn2cnc(C(=O)N3CCN(c4ccccc4)CC3)c2C1=O | -5 | 0
O=C(CCc1ccccc1)NC(=S)Nc1cccc(C(=O)O)c1 | -78 | -3
CC(C)OC(=O)CSc1nnc(-c2ccc([N+](=O)[O-])cc2)o1 | -30 | -2
COc1cc(-c2cc3nc(NCCN(C)C)ccn3n2)cc(OC)c1OC | -3 | -24

More records follow.
SMILES	Casp6 inh	EWS-Fli inh	LGR2 antag	DENV2 CPE rescue	ARNT TACC3 PPI	SIRT5 block	PAX8 inh HTS
O=C(c1cccc([N+](=O)[O-])c1)N1CCN(c2cccc(Cl)c2)CC1	·	·	-8	·	5	·	38
C[C@@H]1CCCCO[C@@H](CN(C)C(=O)Nc2ccc(F)cc2)[C@@H](C)CN([C@H](C)CO)C(=O)c2cc(NC(=O)Nc3ccccc3)ccc2O1	0	-7	1	-5	-13	-2	-16
CN1CCN(c2ccc([N+](=O)[O-])cc2NC(=O)c2ccco2)CC1	1	·	5	?	-1	1	-5
COc1ccc(-c2c(C(=O)c3ccccc3)[nH]c(N)c2C(=O)NC2CC2)cc1OC	·	-35	-7	?	·	-1	10
CO[C@H]1CN(C)C(=O)c2ccc(NC(C)=O)cc2OC[C@@H](C)N(C(=O)Cc2ccccn2)C[C@H]1C	-5	-1	-1	-3	1	1	·
CCOC(=O)N1CCN(c2c(NCCc3ccc(C)cc3)c(=O)c2=O)CC1	1	-2	25	1	14	2	1
CO[C@@H]1CN(C)C(=O)c2cc(NC(=O)C3CC3)ccc2OC[C@H](C)N(C(=O)c2ccccc2F)C[C@H]1C	2	4	-8	-1	-1	-1	11
CC(=O)NC(CCS(C)(=O)=O)C(=O)Nc1ccc(Oc2ccccc2)cc1 (stereo not given)	0	7	16	3	·	4	-23
O=C(NCc1ccccc1)c1ccc2nc(N3CCOCC3)sc2c1	1	-20	-13	3	-8	-5	32
Cc1ccc(NC(=O)CCS(=O)(=O)c2ccc3c(c2)NC(=O)C(C)S3)nc1 (stereo not given)	-4	·	15	-1	-3	1	-16
CCN(Cc1ccccc1)C(=O)c1ccc(NC(=O)c2ccc(OC)cc2)cc1	3	·	-11	4	0	-5	14
Cc1cnc(NC(=O)c2cc3ccccc3o2)s1	3	-55	-24	13	-1	112*	-162
C[C@@H]1CN([C@H](C)CO)C(=O)c2cc(NC(=O)NC3CCCCC3)ccc2O[C@@H](C)CCCCO[C@H]1CN(C)Cc1ccc(C(=O)O)cc1	0	-15	5	2	10	0	-4
O=C(c1cccc(N2C(=O)c3ccccc3C2=O)c1)N1CCCCCC1	10	-10	-17	2	0	-5	-13
Cc1ccc(S(=O)(=O)N(C)C[C@H]2OCCCC[C@H](C)Oc3ccc(NC(=O)Cc4ccccc4)cc3C(=O)N([C@H](C)CO)C[C@@H]2C)cc1	1	12	4	-4	26	11	14
COc1ccccc1CNC(=O)C[C@H]1CC[C@@H](NC(C)=O)[C@@H](CO)O1	1	-1	-2	0	-4	1	1
COc1ccc(-c2ccc(C(=O)NCc3ccc(N4CCN(C)CC4)cc3)c3occc23)c(C)c1	0	-2	·	-2	·	-4	-3
CCn1c(=N)n(CC(O)c2cccs2)c2ccccc21 (stereo not given)	-1	5	6	-1	·	-2	0
CC(C)(C)CC(=O)Nc1ccccc1N1CCN(c2ccccc2)CC1	5	2	3	-2	0	-1	-5
CC(C)Cc1ccc(-c2cc(=O)[nH][nH]2)cc1	5	-1	-21	-3	·	-2	10
N#Cc1nc(COc2cccc(Cl)c2)oc1N1CCCC1	2	3	-2	-1	31	-7	-1
O=C(CCn1c(=S)[nH]c2ccccc2c1=O)NCCSCc1ccccc1	5	-7	5	-3	10	1	2
C[C@@H]1CN([C@H](C)CO)C(=O)c2cc(NS(=O)(=O)c3ccccc3)ccc2O[C@@H](C)CCCCO[C@@H]1CN(C)C(=O)CCC(F)(F)F	3	-6	-2	?	-5	1	-20
COC(=O)c1sccc1NC(=O)c1ccc(OC)c([N+](=O)[O-])c1	0	-6	21	7	-1	4	-10
Cc1ccc(-n2nc3c(=O)n(CC(=O)NCc4ccccn4)nc(C)c3c2C)cc1	-3	9	-2	-6	10	2	15
c1ccc(NC2=NCCN2CCC2CCCC2)cc1	2	-4	3	?	-1	·	-24
O=C(C1=C(O)C(=O)N(CCN2CCOCC2)C1c1ccc(F)cc1)c1cccs1 (stereo not given)	4	3	-4	-2	10	1	-3
C[C@H](CO)N1C[C@H](C)[C@H](CN(C)Cc2cncnc2)Oc2ncc(C#CC3CCCCC3)cc2C1=O	1	5	-5	-6	0	-1	·
CC1Cc2ccccc2N1S(=O)(=O)c1cnc(Cl)c(Br)c1 (stereo not given)	-4	16	15	65*	-4	-1	18
COc1ccc(-c2ccc(C3[C@H]4CNC[C@@H]3N4Cc3cc(OC)cc(OC)c3)cc2)cc1 (stereo not given in full)	1&-1	-2&-11	15&1	10&1	·	5&2	-6&2
COc1ccc(CC(=O)N/N=C/c2ccc(C)s2)cc1	9	-1	-8	-7	7	-1	10
Cc1ccc(NC(=O)OCCN2CCN(Cc3ccccc3)CCC2=O)cc1C	-4	-9	-3	?	3	·	7
Cc1ccc(S(=O)(=O)N2C[C@H]3[C@H]4C(=O)N(c5ccccc5)C(=O)[C@H]4C[C@H](OC(=O)NCC4CCCCC4)[C@@]3(O)C2)cc1	0	-16	16	-4	·	8	-18
O=S(=O)(NCC[C@@H]1CC[C@@H](NS(=O)(=O)c2cccc(Cl)c2)[C@H](CO)O1)c1cccc(F)c1	-1	7	-5	-5	-6	3	10
Cc1cc(-c2ccc(Br)s2)nc(-n2cccc2)n1	1	9	-36	-8	-3	3	33
CC(C)C[C@H](NC(=O)N1CCn2c1nc1ccccc12)C(=O)NCc1ccco1	2	-3	9	-4	6	-6	1
Cn1c(=O)c2cc(NC(=O)NCc3ccc(Cl)cc3Cl)ccc2n1Cc1ccccc1	0	3	9	-4	·	·	28
N#C[C@H]1[C@@H](c2ccc(C#Cc3cccc(F)c3)cc2)[C@H](CO)N1C(=O)C1CC1	-2	-4	2	-1	-15	-6	9
